ZTA counter: ZTA (EBV) inhibition in EBNA-1 counter-screen; AID 2234; ZTA-DNA binding, fluorescence polarization; hit rate 0.15% among 320,000; P03206; inhibition, % at 11 µM; in the data active means inhibition above about 33%
Target sequence (P03206 whole entry, looked up): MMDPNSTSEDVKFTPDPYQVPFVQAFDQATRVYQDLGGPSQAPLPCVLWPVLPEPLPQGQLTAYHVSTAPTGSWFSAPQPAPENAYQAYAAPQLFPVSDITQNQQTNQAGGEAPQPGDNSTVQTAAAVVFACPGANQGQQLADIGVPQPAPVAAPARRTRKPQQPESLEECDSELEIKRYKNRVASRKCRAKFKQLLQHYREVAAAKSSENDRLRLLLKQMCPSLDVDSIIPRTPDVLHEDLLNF
EBNA-1 inhibitor: blocks EBNA-1 binding to DNA; hit rate 0.34% among 300,000; inhibition, % at 14.8 µM; AID 1950; EBNA-1 DNA binding, fluorescence polarization; in the data active means inhibition above about 28%
PP5 inh: PP5 (human) phosphatase inhibition; purified PP5c, OMFP substrate fluorescence; inhibition, % at 6.7 µM; hit rate 0.18% among 320,000; AID 1987;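 active means inhibition above the campaign's mean inhibition across all tested compounds plus 3 SD, cut at about 9.5% in these data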;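 further: 0% = DMSO only and 100% = 100 µM cantharidin control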
TPT1 inhibitor: blocks Candida albicans tRNA 2'-phosphotransferase; recombinant caTPT1, FP RNA substrate dephosphorylation; inhibition, % at 5 µM; hit rate 0.81% among 300,000;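 active means inhibition above the mean of all tested compounds plus 3 SD, set per screening campaign, cut at about 24% in these data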;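 further: plate controls were DMSO alone for no effect and ferristatin control at 100 nM for full effect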
Yeast superoxide: lowers age-related superoxide in aged yeast cells; hit rate 0.18% among 330,000; superoxide response (% of plate mean), % at 10 µM; S. cerevisiae aged cells, superoxide DHE fluorescence; stronger effect = lower value;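 active means superoxide response under a set limit, about three screen SD below normal, cut at about 65% in these data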;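 further: yeast aged for seven days with compound at 30 °C before DHE staining; 100% = average MFI of all compound-treated wells on the plate with controls excluded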
GASC-1 inh: inhibitors of human GASC-1 (JMJD2C) demethylase. Q9H3R0. GST-JMJD2C(1-420) H3K9me3 demethylation, DELFIA europium. inhibition, % at 2.35 µM. hit rate 0.069% among 330,000. AID 2099;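 active means more than half of a compound's replicate wells show inhibition beyond 50%, single wells judged on their own value; inconclusive means some, but no more than half, of replicates pass 50% inhibition; inactive means no replicate passes 50% inhibition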;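 further: signal counts dimethyl H3K9 product captured on neutravidin plate; 0% = median of DMSO wells and 100% = 0.3 times that DMSO median; strong numbers were not always called active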
Target sequence (Q9H3R0 1-420 limits assumed): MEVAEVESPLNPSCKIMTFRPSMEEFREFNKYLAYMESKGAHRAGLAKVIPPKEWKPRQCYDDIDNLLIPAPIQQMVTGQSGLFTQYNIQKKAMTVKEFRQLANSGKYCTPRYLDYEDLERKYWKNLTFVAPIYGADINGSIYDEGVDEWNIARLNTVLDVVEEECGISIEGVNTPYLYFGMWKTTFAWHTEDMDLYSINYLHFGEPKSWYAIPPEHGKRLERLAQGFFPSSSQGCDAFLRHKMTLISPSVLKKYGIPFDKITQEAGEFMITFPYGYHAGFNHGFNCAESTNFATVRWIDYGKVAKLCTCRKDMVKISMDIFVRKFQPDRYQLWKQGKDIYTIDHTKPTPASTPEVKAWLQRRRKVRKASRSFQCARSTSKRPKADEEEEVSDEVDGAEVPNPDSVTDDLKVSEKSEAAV
CTSL1 counter: blocks F. hepatica cathepsin L1 in PFM18AAP counter-screen; recombinant F. hepatica cathepsin L1, Z-Leu-Arg-MCA fluorescence; inhibition, % at 5.96 µM; hit rate 0.49% among 300,000; AID 1906;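 active means inhibition above the mean of all tested compounds plus 3 SD, set per screening campaign, cut at about 17% in these data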;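 further: 0% = plate median of test compound wells and 100% = 1 µM Z-Phe-Ala-diazomethylketone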
PP1 counter: blocks human PP1-alpha phosphatase, a PP5 counter-screen; P62136; purified PP1alpha, OMFP fluorescence; inhibition, % at 6.7 µM; hit rate 0.9% among 320,000;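 active means inhibition above the mean inhibition of all tested compounds plus 3 SD, computed separately for each screening campaign, cut at about 15% in these data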
Target sequence (P62136 whole entry, looked up): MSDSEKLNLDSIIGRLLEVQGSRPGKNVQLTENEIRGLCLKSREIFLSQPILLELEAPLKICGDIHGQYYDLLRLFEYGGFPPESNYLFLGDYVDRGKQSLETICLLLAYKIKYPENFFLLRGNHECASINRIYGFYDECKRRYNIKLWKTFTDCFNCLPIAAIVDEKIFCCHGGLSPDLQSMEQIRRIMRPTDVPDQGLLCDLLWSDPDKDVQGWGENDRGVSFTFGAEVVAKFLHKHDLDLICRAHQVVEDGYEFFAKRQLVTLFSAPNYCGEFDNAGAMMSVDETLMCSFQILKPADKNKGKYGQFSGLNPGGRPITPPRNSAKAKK
core dimer inh: blocks dimerization of HCV core protein | TR-FRET GST/Flag-core106 dimerization, 1536-well | inhibition, % at 5 µM | hit rate 0.33% among 300,000 | AID 1899;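 active means inhibition above the mean of all tested compounds plus 3 SD, set per screening campaign, cut at about 45% in these data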
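Assay system: tagged HCV core106 pair (GST and Flag); medium: KF-containing HEPES buffer, pH 7.45, DTT, CHAPS, BSA; also added: Eu donor and XL665 acceptor anti-tag antibodies; dosing: 5 µM single dose; timing: compound-protein-antibody incubation 4 h at 22.5 °C; signal: TR-FRET 671 and 617 nm emission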
* hit, by the source's call; ? = inconclusive; · = no result given; & = joins results of further samples.

compound,ZTA counter,EBNA-1 inhibitor,PP5 inh,TPT1 inhibitor,Yeast superoxide,GASC-1 inh,CTSL1 counter,PP1 counter,core dimer inh
O=C1c2ccccc2COc2ccc(O)cc21,1,-9,1.2,-2,88,-2,21*,-4,-2
O=C(O)COc1ccccc1/C=N/NC(=O)CSc1nnc(SCc2ccccc2)s1,4,10,-3.2,-2,101,-5,4,-2,9
CCC(C)n1nnc2c(=O)oc3ccccc3c21 (centres undefined),-14,-8,0.9,-5,87,6,-5,-6,1
O=C(OCC(=O)N1CCCCCC1)c1ccc(S(=O)(=O)N2CCOCC2)cc1,0,3,-0.3,-1,86,7,-2,-3,1
Cc1cccn2c(CN(C)C3CCOC3)c(C(=O)N3CCCCC3)nc12 (centres undefined),-17,0,-0.2,-3,111,-3,6,-4,0
Cc1ccc(C(C(=O)NC(C)(C)C)N(Cc2ccco2)C(=O)Cn2nnc(-c3cccs3)n2)cc1 (centres undefined),-13,-13,3.5,2,99,-13,-1,2,23
O=[N+]([O-])c1ccc2c(c1)C=C1CCCCC1(N1CCCCC1)O2 (centres undefined),13,9,-0.9,1,92,8,-1,1,-3
COc1ccc(NC2CCCN(C(=O)c3ccc4nccnc4c3)C2)cc1OC (centres undefined),-3,6,-1.3,1,87,-4,0,-3,-11
COCCNC(=O)Cn1cnc2ccc(S(=O)(=O)N3CCC(C)CC3)cc2c1=O,14,10,-1.9,-2,103,7,-2,-4,-1
Cc1ccc(C(=O)COC(=O)c2cn(-c3ccccc3)nc2-c2ccccc2)cc1[N+](=O)[O-],-6,1,2.8,-1,106,12,-3,-3,14
COc1ccc(-c2c(C(F)(F)F)[nH]n3c(=O)cc(-c4ccccc4)nc23)cc1,5,-4,7.4,-5,114,3,1,25*,10
CCCc1nn(C)c(C(=O)Nc2ccc3ccccc3c2)c1Cl,10,-5,-1.3,1,87,1,-8,-1,-1
COc1cccc(NC(=O)CSc2nnc(Cc3ccc(C)cc3)c(=O)n2N)c1,14,8,0.0,0,89,-1,0,-2,4
NC(=O)[C@@H]1CCCN1Cc1nc(-c2ccc(C(F)(F)F)cc2)no1,-18,11,-2.1,0,96,14,3,1,-2
Cn1c(=O)c(=O)n(C)c2cc(S(=O)(=O)N3CCOc4ccccc43)ccc21,11,0,-1.5,-1,122,2,1,-2,11
CC1c2cc3c(cc2CCN1CC(=O)Nc1ccc(S(=O)(=O)N2CCCC2)cc1)OCCCO3 (centres undefined),-1,-11,3.7,4,96,5,0,6,11
O=c1cc(-c2cccnc2)oc2c1ccc1ccccc12,2,4,-1.5,2,108,3,3,3,3
COc1ccc(-c2nc(CN3CCCC(C(=O)NC4CCCC4)C3)c(C)o2)cc1 (centres undefined),4,4,0.9,-1,93,-17,1,0,-2
Cc1ccc(S(=O)(=O)N2CCCN(S(=O)(=O)c3ccc(C(F)(F)F)cc3)CC2)cc1,8,-7,2.0,1,108,10&-19,-1,-5,9
Cc1nn(CC(=O)N(C)Cc2ccc(F)cc2)c(C)c1[N+](=O)[O-],-4,-4,1.3,-2,109,0,-4,-3,-8
COC(=O)c1ccc2ncccc2c1,-19,2,2.3,-4,100,0,-4,-3,-5
C/C(Cn1nnc([N+](=O)[O-])n1)=N\NC(=O)c1ccccc1,1,-3,0.0,-1,115,5,4,0,1
CCN(CC)c1ccc(N2C(=NC(=O)C3CCCO3)SC3CS(=O)(=O)CC32)cc1 (centres undefined),10,1,2.1,1,93,0,4,3,2
CC1(C)NC(=O)N(CC(=O)OCC(=O)Nc2cccc(F)c2)C1=O,-14,5,3.1,0,96,-10,-14,-3,2
O=C(CN1C(=O)COc2ccccc21)NC1CCCC1,-5,-8,1.6,-2,84,-8,-5,-7,0

Some of these compounds in order of number of heavy atoms, falling:
compound,ZTA counter,EBNA-1 inhibitor,PP5 inh,TPT1 inhibitor,Yeast superoxide,GASC-1 inh,CTSL1 counter,PP1 counter,core dimer inh
CCN(CC)c1ccc(N2C(=NC(=O)C3CCCO3)SC3CS(=O)(=O)CC32)cc1 (centres undefined),10,1,2.1,1,93,0,4,3,2
O=C(OCC(=O)N1CCCCCC1)c1ccc(S(=O)(=O)N2CCOCC2)cc1,0,3,-0.3,-1,86,7,-2,-3,1
NC(=O)[C@@H]1CCCN1Cc1nc(-c2ccc(C(F)(F)F)cc2)no1,-18,11,-2.1,0,96,14,3,1,-2

(cont.)
compound,ZTA counter,EBNA-1 inhibitor,PP5 inh,TPT1 inhibitor,Yeast superoxide,GASC-1 inh,CTSL1 counter,PP1 counter,core dimer inh
CCCCNC(=O)C1CCC(=O)N1CCc1ccccc1 (centres undefined),-2,-1,-1.5,-3,91,15,-1,-3,4
O=C(NCc1ccccc1Cl)C(=O)NCC(c1ccco1)N1CCOCC1 (centres undefined),18,3,0.3,0,88,1,-1,-3,3
OCCC1CN(Cc2cnc(-c3ccc(Cl)cc3)nc2)CCN1C1CCCCC1 (centres undefined),-4,8,-2.6,-2,87,2,1,-4,0
O=S(Cc1cc(Sc2ccccc2)nc(-c2ccccc2)n1)c1ccccc1 (centres undefined),12,-16,3.8,2,106,5,-3,-11,9
Cc1c(C)n(C)c2ccc(C(=O)NCc3cccs3)cc12,7,-5,3.1,9,107,-4,0,-4,9
COC(=O)c1ccc(N2CCC(C)CC2)c(N)c1,4,11,-3.1,-2,80,0,5,-1,2
CCN(CC)S(=O)(=O)c1ccc(OC)c(NC(=O)CCS(=O)(=O)Cc2ccccc2)c1,7,8,2.2,-3,92,4,-21,-2,-1
CCOC(=O)c1c(C)[nH]c(C(=O)CSc2nnc(C3CC3)n2N)c1C,17,-6,0.3,-1,98,?,2,-3,2
Cc1[nH]c2c(C)cccc2c(=O)c1Br,9,1,0.6,5,101,-7,9,-1,-1
COc1ccc(S(=O)(=O)Nc2cccc3ccc(O)cc23)cc1,-4,-9,4.3,1,100,-15,-6,-1,-2
Nc1nc(NCCO)nc(NC2CCCCC2)c1[N+](=O)[O-],4,-8,-0.1,5,95,-6,0,0,-3
Cc1nc(-c2cccc(NS(=O)(=O)c3ccccc3)c2)cs1,6,12,2.5,2,112,-1,-3,4,5
Cc1nc(N2CCN(c3ccccc3O)CC2)c2c(-c3ccccc3)csc2n1,7,-5,4.9,2,87,5,1,9,26
CCOC(=O)N1CCC(N2C(=O)c3cc(C(=O)NC4CCCCC4)ccc3C2O)CC1 (centres undefined),2,1,2.0,-1,107,-7,10,-10,2
Cc1cccc(Nc2ccccc2)c1,6,1,1.6,-4,82,-12,-1,0,-5
CN1CCN(c2oc(Cc3cccc4ccccc34)nc2C#N)CC1,-4,2,1.4,0,97,-18,-2,-6,-2
CCOC(=O)Cc1csc(NC(=O)/C=C/c2ccco2)n1,2,4,2.1,2,102,-3,4,12,-4
Cc1ccc(NC(=O)Cn2cnc3sc(C(=O)NCc4ccco4)c(C)c3c2=O)cc1Cl,-12,9,2.9,-3,81,17,6,3,4
Oc1cccc(/C=N\Nc2nncc(-c3ccccc3)n2)c1,30,16,1.8,0,124,9,3,-4,-2
CC1(C(=O)OCC(=O)Nc2nnc(-c3ccccc3)o2)CC1(Cl)Cl (centres undefined),11,2,-1.4,-2,114,2,-6,3,4
CCOCCCNC(=O)Cc1c(C(=O)O)[nH]c2ccc(Cl)cc12,-1,2,0.7,2,112,-4,-1,-2,-11
O=S(=O)(Cc1cc(N2CCOCC2)nc(-c2ccccn2)n1)c1ccccc1,-13,-5,-1.1,-2,101,5,-2,-4,-2
CCNc1nnc(-c2ccccc2OC)s1,-18,12,-1.3,3,87,-12,-3,-4,-3
O=C(NCc1cccs1)c1cc(S(=O)(=O)N2CCOCC2)ccc1N1CCCC1,-13,·,3.3,·,101,1,·,3,·
O=C(O)C1CCN(C(=O)Cc2ccccc2)CC1,-13,-8,1.9,-2,111,-3,2,0,-1
COc1cc(-c2nnc(COC(=O)c3ccc(C)o3)o2)cc(OC)c1OC,-4,·,-0.4,·,103,-7,·,0,·
O=C(CCNc1n[nH]c(=O)[nH]c1=O)N/N=C\c1cccc(OCc2ccccc2)c1,4,-1,2.8,-3,98,6,6,0,3
CCOC(=O)CC1C(=O)NCCN1C(=S)NC(=O)c1ccccc1OC (centres undefined),-15,7,0.1,-3,93,-38,-3,-4,-4
Cc1cc2c(=O)n(C)c(SCC(=O)Nc3cccc(F)c3)nc2s1,1,-4,-0.1,-2,90,-1,1,1,8
COc1ccc(CN(C(=O)c2nsc(Cl)c2Cl)C(C(=O)NC2CCCCC2)c2ccc(OC)cc2)cc1 (centres undefined),-5,16,3.1,-2,106,-9,3,11,19
O=S(=O)(Nc1ccc(N=Nc2ccccc2)cc1)c1ccccc1,-5,-6,0.5,-4,98,-8,1,0,5
CC(C)=CC(=O)Nc1nnc(C(C)C)s1,2,3,1.5,1,99,10,-1,-4,-2
O=C(CSc1nnc(NC(=O)c2c(F)cccc2F)s1)NCC1CCCO1 (centres undefined),4,-2,-0.7,0,98,0,-2,1,-1
Cc1ccc(C)c(OCC(=O)Nc2ccncc2)c1,7,1,-0.7,-1,97,·,1,-6,5
COc1ccc(CNC(=O)c2sccc2-c2ccccc2)cc1OC,-1,3,-0.2,0,100,11,1,-1,4
COc1ccc(Nc2nnc(Cc3ccncc3)c3ccccc23)c(OC)c1,-2,-2,-1.6,4,84,-1,0,-4,4
Cn1c(CC(=O)NN)c(Sc2ccccc2)c2ccccc21,-7,10,1.6,2,98,-2,3,-4,5
CCN(CC(=O)NCc1cccs1)C(=O)c1ccc(NS(=O)(=O)c2ccc(C(C)=O)cc2)cc1,7,5,0.6,2,101,2,2,-3,-2
Cc1cc(C)c(C#N)c(SCC(=O)NC2CC2)n1,21,7,-1.9,-1,100,-3,5,0,2
Cc1c(C(C)(C)O)[nH]c2cc(C(F)(F)F)ccc12,-10,-3,1.9,0,98,-2,-4,-4,-8
CCCN(CC(=O)Nc1cc(Cl)ccc1Cl)C(=O)c1ccc2n[nH]nc2c1,-5,·,-1.0,·,99,-17,·,6,·
O=C(CCS(=O)(=O)c1cccs1)Nc1ccc(C(=O)NC2CCCC2)cc1,-8,-12,-1.4,1,109,-28,-2,0,0
O=C(COC(=O)c1ccccc1NCCO)NCCC1=CCCCC1,1,-4,0.2,0,87,-9,0,-1,-2
O=C(Nc1c(C(=O)N2CCN(c3ccccn3)CC2)oc2ccccc12)c1cccc([N+](=O)[O-])c1,-3,-6,-1.9,-1,100,4,1,-5,18
Cc1cccnc1NC(=O)CCn1c(=O)oc2ccccc21,0,4,0.5,-2,94,-2,6,-2,8
COC(=O)C(C(=O)OC)C(CC(=O)c1ccc(C)cc1)c1cc(OC)c(OC)c(OC)c1 (centres undefined),3,2,1.5,-2,88,10,-6,-1,0
CCOC(=O)c1c(CN2CCN(c3ccccc3)CC2)oc2cc(Br)c(O)cc12,-24,0,2.9,-1,82,3,0,3,-4
Cc1cc(C)nc(N(C#N)CCOc2ccc(Cl)cc2)n1,-8,-4,0.9,-2,91,0,-1,3,7
CCOC(=O)c1c(C)n(C)c2ccc(OC)c(NC(=O)CCN3CCC(Cc4ccccc4)CC3)c12,7,4,2.0,-1,122,5,0,-4,1
Cc1nnc(NC(=O)c2csc3c2CCC(C)C3)s1 (centres undefined),12,2,2.6,-3,86,-14,-1,1,3
CCOc1cc(C(=O)N/N=C/c2ccsc2)cc(OCC)c1OCC,-5,-20,3.0,-1,111,-1,1,-1,-8
CCOC(=O)Cc1csc(NC(=O)c2cccs2)n1,3,2,2.0,-2,87,-8,4,-3,-4

High-throughput results from PubChem BioAssay.

Random draw from the library; any-hit rate near 3.1%.
